Assay outcomes (PubChem BioAssay)
PV pol inh = poliovirus RNA polymerase inhibition; P03300; poliovirus polymerase elongation, fluorescence polarization; hits give low values; % elongation, % (compound at 16.7 µg/mL); 150,000 tested, 0.66% active; AID 588519; in the data active = % elongation below about 90%; also: some results filed as inactive read as strong as hits
Target sequence (P03300 1749-2209 limits assumed): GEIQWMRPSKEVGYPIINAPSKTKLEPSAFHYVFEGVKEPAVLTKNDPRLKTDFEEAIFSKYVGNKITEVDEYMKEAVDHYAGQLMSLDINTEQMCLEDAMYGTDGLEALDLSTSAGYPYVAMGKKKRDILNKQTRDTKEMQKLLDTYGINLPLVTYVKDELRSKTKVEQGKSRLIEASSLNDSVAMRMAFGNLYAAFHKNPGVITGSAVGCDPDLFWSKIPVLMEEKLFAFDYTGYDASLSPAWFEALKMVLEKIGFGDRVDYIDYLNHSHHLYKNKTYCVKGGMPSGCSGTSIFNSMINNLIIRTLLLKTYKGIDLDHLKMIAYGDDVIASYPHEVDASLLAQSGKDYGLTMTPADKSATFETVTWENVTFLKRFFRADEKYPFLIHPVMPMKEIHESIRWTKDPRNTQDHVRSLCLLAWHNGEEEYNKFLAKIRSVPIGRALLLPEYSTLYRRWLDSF
PV pol inh FP z-score = second read-out of PV pol inh, no call of its own (marks repeat the call); z-score; measured here: FP z-score; hits read low
Starred values were filed as active, the others as inactive; & = joins results of further samples.

SMILES	PV pol inh	PV pol inh FP z-score
CCCCc1ccc(Nc2ncnc3c2cnn3-c2ccc(C)cc2)cc1	105	-0.4
O=C(O)c1ccc(OCOc2ccc(C(=O)O)c(C(=O)O)c2)cc1C(=O)O	101	-0.1
COc1ccc(CNC(=O)Cn2c(=O)c3cccn3c3ccccc32)cc1	103	-0.6
O=C(CSc1cn(CC(=O)N2CCOCC2)c2ccccc12)Nc1ccccc1C(F)(F)F	120	0.5
c1ccc(Cn2cnnc2)cc1	102	0.1
CC(C)c1ccc(S(=O)(=O)c2cnc(SCC(=O)Nc3ccc(F)cc3F)nc2N)cc1	112	1.2
Nc1nc(SCCc2ccccc2)n[nH]1	98	-0.6
CCCn1c(=O)c2sccc2n2c(CCCC(=O)N3CCN(c4cccc(C)c4C)CC3)nnc12	109	-0.6
CCc1ccc(S(=O)(=O)N2CCSC2c2ccccc2)cc1 (stereo not given)	105	1
COc1cc2c(cc1OC)C(COc1ccc(F)cc1)N(C(=O)c1ccc(S(=O)(=O)N3CCCC3)cc1)CC2 (stereo not given)	108	0.2
O=C1N=C(c2ccccc2)O/C1=C\C=C\c1ccccc1	102	-0.2
FC(F)(F)c1ccc(N2CCN(C(c3ccccc3)c3ccccc3)CC2)nc1	102	0
COc1ccc(CCNC(=S)NCc2ccco2)cc1OC	102	0.7
COc1ccccc1N1C(=O)C2CSC(c3ccc(C)cc3)N2C1=O (stereo not given)	102	0
O=c1[nH]nc(SCc2cn3ccccc3n2)c(=O)[nH]1	32*	-6.1*
COc1ccc(-c2cn3nc(N4CCCC(C(=O)Nc5cc(C)cc(C)c5)C4)sc3n2)cc1 (stereo not given)	108	0.1
CSc1ccccc1NC(=O)Cn1c(SC)nc2ccccc21	97	-1.9
COCCN=c1scc(-c2cccs2)n1/N=C/c1c(C)nn(-c2ccccc2)c1Cl	106	0.5
COC(=O)C(CC(=O)c1ccc(Br)cc1)n1cncn1 (stereo not given)	100	-0.3
O=C(/C=C/c1ccc(Br)o1)OCCCn1c(=O)[nH]c2ccccc21	108	1
CCCC1(CCC)C(=O)NC(=Nc2ccccc2)NC1=O	107	1.7
Brc1ccc(-n2nnnc2-c2cn[nH]c2-c2ccccc2)cc1	101	-0.1
CCCC(=O)C1=C(N(C)c2ccccc2)CC(C)(C)CC1=O	102	0.1
CCn1c(=O)c(CCC(=O)NCCN2CCOCC2)c(C)c2c(C)nn(-c3ccccc3)c21	101	0.2
Oc1c(C(c2ccccc2)N2CCC3(CC2)OCCO3)sc2nc(-c3ccco3)nn12 (stereo not given)	105	-0.1

Single records, as listed above. Order of screens: PV pol inh | PV pol inh FP z-score
O=C(/C=C/c1ccc(Br)o1)OCCCn1c(=O)[nH]c2ccccc21 is listed with 108 | 1
O=C(CSc1cn(CC(=O)N2CCOCC2)c2ccccc12)Nc1ccccc1C(F)(F)F is listed with 120 | 0.5
CC(C)c1ccc(S(=O)(=O)c2cnc(SCC(=O)Nc3ccc(F)cc3F)nc2N)cc1 is listed with 112 | 1.2
COc1cc2c(cc1OC)C(COc1ccc(F)cc1)N(C(=O)c1ccc(S(=O)(=O)N3CCCC3)cc1)CC2 (stereo not given) is listed with 108 | 0.2
Nc1nc(SCCc2ccccc2)n[nH]1 is listed with 98 | -0.6

Later entries:
SMILES	PV pol inh	PV pol inh FP z-score
Cc1cc2n(n1)CCCN2C(=O)Nc1ccccc1F	103	-1.1
CN(Cc1ccccc1)C(=O)CCC(=O)N1CC2CCCN2c2ccccc21 (stereo not given)	100	-0.2
O=C1CNC(=O)N1CC(O)Cn1c2ccccc2c2ccccc21 (stereo not given)	99	-0.7
Cc1ccccc1S(=O)(=O)Cc1ccc(C(=O)N2CCN(c3cccc(Cl)c3)CC2)o1	101	-0.6
CC(Sc1ccccn1)C(=O)Nc1ccc(S(N)(=O)=O)cc1 (stereo not given)	102	0.1
CC1CCCC(C)N1C(=O)CSc1nnc(C(F)(F)F)n1N (stereo not given)	100	0
N#Cc1cc2c(cc1N)OCO2	100	-0.9
CCC1CCCCN1C(=O)COC(=O)c1cc(C)nc2ccccc12 (stereo not given)	100	-0.9
O=C(C1CC(=O)N(c2ccc3c(c2)OCCO3)C1)N1CCCSC1=Nc1ccccc1 (stereo not given)	97	-0.8
COc1ccc(CNC(=O)CN2CCSc3ccccc32)c(OC)c1	105	-0.4
Cc1ccc(OCC(=O)N(Cc2ccc(N(C)C)cc2)CC2CCCO2)cc1C (stereo not given)	111	0.6
Cc1ccsc1C(=O)OCC(=O)NC(c1ccccc1)c1ccccc1	101	-0.5
COc1ccc(NC(=O)C2=C(C)Nc3ncnn3C2c2ccccn2)cc1 (stereo not given)	107	0.3
CCOc1ccc(N=CC=Nc2ccc(OCC)cc2)cc1	102	0.1
CCn1c(SCC(=O)NCc2ccc(Cl)cc2)nnc1-c1ccccc1OC	101	-0.5
Cc1cc(OCC(=O)Nc2ccccc2N2CCN(C)CC2)cc(C)c1Cl	103	0.5
CSc1ccc(-c2ccc3c(c2)OCCO3)nn1	102	0.4
O=C(C[n+]1cccc(C(=O)Nc2ccccc2)c1)c1ccc(N2C(=O)c3ccccc3C2=O)cc1	102	0.2
CC1=CC(C)(C)N(C(=O)CSc2nnc3sc4ccccc4n23)c2ccccc21	103	-0.4
O=C(Nc1ccc(Cl)cc1)c1cc2c(Cl)nc3ccccc3c2s1	110	0.7
CCOC(=O)c1ccc(CN(Cc2ccc(Cl)cc2Cl)S(=O)(=O)c2ccc(F)c(C)c2)cc1	114	1.3
CC(C)CC(=O)Nc1ccc(C(=O)OCc2cc(=O)n3nc(C4CCCCC4)sc3n2)cc1	111	1
COc1ccc(OC)c(-n2nnc3c(sc4nc(C)c(Br)c(C)c43)c2=O)c1	103	-0.7
CCOCCCn1c(=N)c(S(=O)(=O)c2ccc(Cl)cc2)cc2c(=O)n3cccc(C)c3nc21	105	0.2
O=C(Cn1c(=O)n(CCCS(=O)(=O)C2CCCCC2)c(=O)c2ccccc21)Nc1ccccc1C(F)(F)F	105	-1

Further entries:
SMILES	PV pol inh	PV pol inh FP z-score
O=C(Cc1n[nH]c(=O)c2ccccc12)OCCCCN1C(=O)c2ccccc2C1=O	100	0.3
c1cncc(-c2nn3cnnc3s2)c1	101	-0.4
OC(COc1ccc(Cl)cc1)C(O)C(O)c1cnn(-c2ccccc2)n1 (stereo not given)	105	0.2
Cc1ccc(NC(=O)CCCSc2nc(-c3ccco3)cc(C(F)(F)F)n2)cc1	104	1.1
CCC1Oc2ccc(Cl)cc2N(CC(=O)NCCc2ccc(Cl)cc2)C1=O (stereo not given)	120	2.4
O=C(OCc1c(F)cccc1Cl)c1cc[n+]([O-])cc1	104	0.5
Cc1ccc(S(=O)(=O)NC(=O)NN2CCCCCC2)cc1	105&102&103&103	1.4&0.5&0.4&0.7
CCOC(=O)c1cc(OC(=O)c2cc(OC)cc(OC)c2)n(-c2ccccc2)n1	107	0.3
CCOC(=O)c1c(C)[nH]c(CCC(=O)Nc2c(Cl)cc(OC)cc2OC)c1C	108	-0.1
COC(=O)c1ccccc1S(=O)(=O)N1CCC(C(=O)OCN2C(=O)c3ccccc3C2=O)CC1	108	1.1
COc1ccc(Br)cc1CNC(=O)c1nn(-c2ccc(C)cc2)c(=O)c2c1c1ccccc1n2C	101	-0.4
CCOc1ccc(S(=O)(=O)c2c[nH]c3ccccc3c2=O)cc1	101	-0.4
CN(CC(=O)O)S(=O)(=O)c1ccc(Br)cc1	98	-0.5
CN(Cc1cccs1)C(=O)c1cccc(C#N)c1	106	0.6
COc1cccc(-c2nc(S(=O)(=O)c3ccccc3)c(NCc3ccccc3)o2)c1	106	0.5
N#CCCn1cc(C(=O)Cn2cc(C(F)(F)F)ccc2=O)c2ccccc21	101	-0.4
Cc1nc2ccccc2c(=O)n1-c1cccc(NC(=O)C2CC2)c1	101	-0.4
O=C(N/N=C/c1ccc(F)cc1)c1ccc(CN2CCOCC2)cc1	100	-0.2
COc1ccc(CN2CN(C(C)C)CSC2=S)cc1	103	0.8
COc1cccc(C(=O)Nc2ccc(C(=O)OCc3cc(=O)n4cc(C)sc4n3)cc2)c1	101	-1.4
O=C(COC(=O)C1CC(=O)N(Cc2ccco2)C1)Nc1cccc2nsnc12 (stereo not given)	107	0.4
COc1ccc(C2=NN(CCC(=O)NC3CC3)C(=O)CC2)cc1	104	1.4
CCCCn1c(=O)n(C)c(=O)c2c(C(F)(F)F)cc(C)nc21	103	0.1
Cc1cccc(C(=O)NCC(c2ccc3c(c2)OCO3)N2CCN(c3ccccc3F)CC2)c1 (stereo not given)	99	-2
N/C(=N\O)c1ccc(F)cc1	100	0

Continuation.
SMILES	PV pol inh	PV pol inh FP z-score
COc1ccccc1-c1nn(-c2ccc(C(F)(F)F)cn2)c(=O)o1	99	-0.2
COc1ccccc1N(CC(=O)NCCSCc1ccccc1Cl)S(C)(=O)=O	107	0.9
CO[C@H]1O[C@H](COC(=O)c2ccccc2)[C@@H](O)[C@H](O)[C@H]1OC(=O)c1ccccc1	105	0.2
COc1ccc(CN(Cc2ccncc2)C(=O)CCC(=O)O)cc1	103	0.5
CNc1sc(S(C)(=O)=O)nc1S(=O)(=O)c1ccc(C)cc1	104	0.7
COc1cc(SC)ccc1C(=O)N1CCCC(C)C1 (stereo not given)	101	-0.3
COC(=O)c1ccc2c(c1)no[n+]2[O-]	99	-0.4
COC(=O)c1ccc(NC(=O)CC2Nc3cc(C)c(C)cc3NC2=O)cc1 (stereo not given)	107	0.6
CCn1c(C)c(CCC(=O)NCCCc2ccccc2)c(=O)n2nc(-c3ccccc3OC)cc12	100	-1.8
CC(=O)Oc1ccccc1OCC(=O)c1ccccc1	104	0.8
CC1Cc2cc(-c3nn(-c4ccccc4)cc3/C=c3\sc4nc(-c5cccs5)nn4c3=O)ccc2O1 (stereo not given)	103	0.3
CC1(C)CC(=O)C(CC(=O)N2CCN(S(=O)(=O)c3ccccc3)CC2)C(=O)C1	100	0
CCOC(=O)c1cc2ccccc2n1C	102	0.1
COc1ccccc1C1N(c2ccc(Cl)cc2)C(=O)N2CCCN12 (stereo not given)	101	0
CCOc1ccccc1NC(=O)C1CCN(S(=O)(=O)c2cccc3nonc23)CC1	111	0.9
CCCN(CCC)c1c(Cl)c(Cl)nc(C(=O)O)c1Cl	104	0.3
CCN(CC)Cc1c(O)ccc2c(C)cc(=O)oc12	104	1.3
CCOC(=O)c1c(NC(C)=O)c2c3c(sc2n1Cc1ccccc1Cl)CCCC3	100	-0.6
Cc1onc(-c2c(F)cccc2Cl)c1C(=O)N(CCO)CCO	103	0.2
COc1ccc(-n2cnc3cc(NCc4ccccc4O)ccc32)cc1	102	0
Cc1ccc(S(=O)(=O)c2nc(-c3ccco3)oc2SCc2ccc(F)cc2)cc1	102	-1
Oc1ccc(CCc2n[nH]c(=S)n2CCc2ccccc2)cc1	105	0
Cc1ccc(NC(=O)c2cc3ccccc3c([N+]#N)c2[O-])cc1	100	0.2
Cc1ccccc1-c1nnc2s/c(=C\c3ccccc3)c(=O)n12	101	0.2
O=C(/C=C/c1ccccc1)N1CCCCC1c1cccnc1 (stereo not given)	107	0.4

An excerpt of these results, as comma-separated lines.
SMILES,PV pol inh,PV pol inh FP z-score
CCOc1ccccc1NC(=O)C1CCN(S(=O)(=O)c2cccc3nonc23)CC1,111,0.9
Cc1ccccc1-c1nnc2s/c(=C\c3ccccc3)c(=O)n12,101,0.2
CCOC(=O)c1c(NC(C)=O)c2c3c(sc2n1Cc1ccccc1Cl)CCCC3,100,-0.6
COc1cc(SC)ccc1C(=O)N1CCCC(C)C1 (stereo not given),101,-0.3
CC(=O)Oc1ccccc1OCC(=O)c1ccccc1,104,0.8
CCN(CC)Cc1c(O)ccc2c(C)cc(=O)oc12,104,1.3
COc1ccccc1-c1nn(-c2ccc(C(F)(F)F)cn2)c(=O)o1,99,-0.2

Four of the compounds above, with values under each structure:
Sequence of screens: PV pol inh, PV pol inh FP z-score
CC1Cc2cc(-c3nn(-c4ccccc4)cc3/C=c3\sc4nc(-c5cccs5)nn4c3=O)ccc2O1 (stereo not given)
    103, 0.3
CC1(C)CC(=O)C(CC(=O)N2CCN(S(=O)(=O)c3ccccc3)CC2)C(=O)C1
    100, 0
CCOC(=O)c1cc2ccccc2n1C
    102, 0.1
COc1ccccc1C1N(c2ccc(Cl)cc2)C(=O)N2CCCN12 (stereo not given)
    101, 0

New compounds follow:
SMILES	PV pol inh	PV pol inh FP z-score
CCC(C(=O)NCCc1cc(OC)ccc1OC)n1nc(C)c2sc3ccccc3c2c1=O (stereo not given)	109	0
CC1CC(C)CN(C(=O)c2cc3c(-c4ccc(Cl)cc4)nn(C)c3s2)C1 (stereo not given)	101	0.2
Cc1cc2cc(CNC(=O)NC3CCCCC3)ccc2n1C	101	0
O=C1NC(=S)NC(=O)C1=CN1CCCc2ccccc21	103	0.2
NS(=O)(=O)c1ccc(CCNC(=O)CCC2COc3ccccc3O2)cc1 (stereo not given)	105	0.6
Cc1ccc(OCCCCn2cnc3ccccc32)cc1	109	0.3
C#CC(=O)OCC(=O)Nc1ccc(C)c(C)c1	89*	-2.9*
CC12C(=O)OC(=O)C1(C)C1CCC2O1 (stereo not given)	103&102	0.9&0.5
CC(=O)Nc1ccc(S(=O)(=O)N2CCN(c3ccccc3)CC2)cc1	109	0.8
O=C(CN1CCN(c2ccccc2)CC1)Nc1nnc(C2CCCCC2)s1	105	1.6
Cc1ccc(-n2nc(C(=O)Nc3ccc(Cl)cn3)c3c4ccccc4n(C)c3c2=O)cc1	102	-0.3
CCCNC(=O)CCc1c(C)nc2nc(CNC(=O)c3ccccc3)nn2c1C	108	0.3
CCOc1ccc(NC(=O)C2C3C=CC(O3)C2C(=O)O)cc1 (stereo not given)	102	-0.1
C=CCN(CC=C)Cc1c(O)ccc2c(=O)c(-c3ccccc3)coc12	101	-0.1
O=C(COc1ccccc1F)NCC(c1ccc(F)cc1)N1CCOCC1 (stereo not given)	109	0.8
COc1cc(C)c(CN2CCCCC2)cc1C	102	0.7
CCCCNC(=O)C1CCCN(S(=O)(=O)CC)C1 (stereo not given)	99	-0.4
CCOC(=O)CCn1nc(C)c2c(C)n(-c3ccccc3)nc2c1=O	109	0.6
CN1C2C[C@H](OC(=O)[C@H](CO)c3ccccc3)C[C@H]1[C@@H](O)C2	101	0.4
COC(=O)c1cccc(Nc2c(-c3cc(Br)ccc3O)nc3nc[nH]n23)c1	102	-0.7
CCCC(=O)NC1CC(=O)N(c2ccc3c(c2)OCCO3)C1 (stereo not given)	109	0.5

An excerpt, so the mix of outcomes need not match the whole.
